# Assay outcomes: PubChem, several laboratories
# sdo1 growth: growth rescue of sdo1-depleted yeast, primary screen, S. cerevisiae, bone marrow failure model. z-score at 10 µM. S. cerevisiae sdo1-depleted JHY4D growth rescue, OD600 30 h; stronger effect = higher value; pdr5 snq2 efflux-pump mutant strain. 140,000 tested, 0.21% active. AID 817, 2007;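 active means z-score above 3 at both the 24 hr and the 30 hr optical density reads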;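 further: z-score against mean and SD of all compound wells on the same plate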
# INS promoter inh: inhibitors of insulin promoter-driven GFP, primary screen, imaging, TRM-6 cells (human fetal islet line), eGFP reporter, cell count; AID 1273, 2008; 130,000 tested, 0.9% active; reporter expression induced with tamoxifen; inhibition, % at 2 µM;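 active means inhibition above the mean plus 3 SD, with well images judged a real hit on visual review, cut at about 60% in these data, passing the limit was not always enough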
# sdo1 growth Rescue 24 h: second read-out of sdo1 growth, no call of its own (marks repeat the call); z-score; S. cerevisiae sdo1-depleted JHY4D growth rescue, OD600; measured here: growth rescue at 24 h;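 0 is the plate mean of compound wells and units are plate SD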
# * hit, by the source's call; / = not tested or not shown.
no. | SMILES | sdo1 growth | sdo1 growth Rescue 24 h | INS promoter inh
1 | CCOC(=O)N1CCN(CC(O)COc2c(C)cccc2C)CC1 (configuration not stated) | 1.9 | 1.8 | 9
2 | CSc1ccc(-c2nc(CSCC(=O)NCCCN3CCOCC3)c(C)o2)cc1 | 1 | 0.5 | -31
3 | O=C(NCc1cccc(F)c1)c1ccc(N2C(=O)Cn3c(cc4sccc43)C2=O)cc1 | 1.4 | 0.88 | 4
4 | COc1ccccc1C(O)(C(=O)NN(C(=O)c1ccccc1)c1ccccc1C)c1cccs1 (configuration not stated) | 0.26 | 1.2 | -5
5 | CCOC(=O)Nc1ccc(C)cc1Br | 0.95 | 0.73 | 0
6 | Cc1ccc(C)c(NS(=O)(=O)c2ccc(OCC(=O)N3CCCC3)cc2)c1 | 0.44 | 0.6 | -15
7 | COc1cc2[nH]c(=O)n(CCC(=O)N3CCN(c4cc(Cl)ccc4C)CC3)c(=O)c2cc1OC | -0.86 | -0.21 | 16
8 | CN(C)c1ccc(/C=C(\C#N)C(=O)Nc2nc3c(s2)CCN(Cc2ccccc2)C3)cc1 | -0.33 | 1.4 | -75
9 | C=CCOC(=O)C1=C(C)NC(=S)NC1/C=C/c1ccccc1 (configuration not stated) | -0.71 | -0.64 | 22
10 | OC(c1ccccn1)C1CCN(Cc2nc(C(c3ccccc3)c3ccccc3)no2)CC1 (configuration not stated) | / | / | 17
11 | Cc1cc(C)nc(NC(=O)Cc2cccs2)n1 | 0.8 | 0.53 | 36
12 | COc1ccc([N+](=O)[O-])cc1N(CC(O)CN(CC(C)C)CC(C)C)S(=O)(=O)c1ccccc1 (configuration not stated) | -0.18 | -0.29 | -37

# Compound profiles, from the list above.
# COc1ccc([N+](=O)[O-])cc1N(CC(O)CN(CC(C)C)CC(C)C)S(=O)(=O)c1ccccc1 (configuration not stated) as listed: sdo1 growth = -0.18; sdo1 growth Rescue 24 h = -0.29; INS promoter inh = -37
# CN(C)c1ccc(/C=C(\C#N)C(=O)Nc2nc3c(s2)CCN(Cc2ccccc2)C3)cc1 as listed: sdo1 growth = -0.33; sdo1 growth Rescue 24 h = 1.4; INS promoter inh = -75

# Next part
no. | SMILES | sdo1 growth | sdo1 growth Rescue 24 h | INS promoter inh
13 | CCCn1c(SCC(=O)Nc2ccccc2Oc2ccccc2)n[nH]c1=O | 0.36 | 0.61 | -7
14 | Cc1cccc(C)c1NC1=NC(=S)N(c2ccc(N(C)C)cc2)C1(C)C | 0.04 | -0.76 | /
15 | O=C(CNC(=O)c1ccco1)OCC(=O)c1cccc2ccccc12 | 0.53 | -0.16 | -3
16 | CCOC(=O)c1cc(-c2ccccc2)sc1NC(=S)Nc1cccc(C)n1 | 0.09 | 1.2 | /
17 | O=[N+]([O-])c1ccccc1/C=C/C=N/Nc1nc(N2CCCCC2)nc(N2CCCCC2)n1 | / | / | -11
18 | CS(=O)(=O)N1CCN(C(=O)C2c3ccccc3Oc3ccccc32)CC1 | 0.22 | 0.39 | -140
19 | COc1ccc(CCN(C)C(=O)CCc2nnc(-c3ccccc3)o2)cc1OC | / | / | -5
20 | CC1=C(C(=O)OC(C)C)C(c2ccccn2)n2ncnc2N1 (configuration not stated) | -1.9 | -1.8 | /
21 | CCOC(=O)c1ccc(NC(=S)N2CCN(S(C)(=O)=O)CC2)cc1 | 2.4 | 1.7 | -38
22 | Cc1sc2nc3n(c(=O)c2c1C)CCCS3 | -0.5 | -0.36 | 8
23 | CCNc1nc(Oc2c(Cl)cccc2Cl)cc(C(F)(F)F)n1 | 0.67 | 0.53 | -44
24 | CCOC(=O)C1=C(C)NC(=O)NC1c1ccsc1 (configuration not stated) | 1.2 | 1.4 | 20

# In a second layout: entries from further up.
# Order of values – sdo1 growth | sdo1 growth Rescue 24 h | INS promoter inh
(18) CS(=O)(=O)N1CCN(C(=O)C2c3ccccc3Oc3ccccc32)CC1
→ 0.22 | 0.39 | -140
(19) COc1ccc(CCN(C)C(=O)CCc2nnc(-c3ccccc3)o2)cc1OC
→ / | / | -5

# (cont.)
no. | SMILES | sdo1 growth | sdo1 growth Rescue 24 h | INS promoter inh
25 | O=C(C(Cl)Cl)N1CCN(Cc2ccccc2)CC1 | 1.7 | 1.6 | /
26 | CCCC(C)C(=O)Nc1ccc(F)c(Cl)c1 (configuration not stated) | / | / | 10
27 | CCN(CC)C(=O)c1sc(NC(=O)c2c(OC)cccc2OC)c(C#N)c1C | / | / | 7
28 | CC1(C)Cc2nc(NCCN3CCOCC3)c(C#N)cc2CO1 | 0.49 | 0.41 | 29
29 | COc1cc(C(=O)CCN2CCC(c3ccccc3)C2)cc(OC)c1OC (configuration not stated) | 0.11 | 0.78 | -28
30 | CCn1c(SCC(=O)N2CCN(c3ccccc3F)CC2)nnc1-c1ccoc1C | -0.31 | -0.07 | /
31 | CCOC(=O)c1cnc(-c2ccccc2)nc1Oc1ccc(OC)cc1 | / | / | 40
32 | O=C(O)c1cccc(C(=O)O)n1 | 0.41 | 0.5 | /
33 | COc1ccc(O)c(/C=N/c2sc(C)c(C)c2C#N)c1 | -0.82 | -1.1 | 58
34 | O=C(CN1CCN(c2ccccc2F)CC1)Nc1ccc2c(c1)CCC2 | 0.01 | 0.12 | -43
35 | COc1ccc(-c2ccc(-c3noc(-c4ccccc4F)n3)c(OC)n2)cc1 | 0.75 | 2.2 | -35
36 | COc1ccccc1NC(=O)c1ccc(NC(=O)CN2CCCC2)cc1 | / | / | 25

# Three structures from above, arranged by length of the SMILES, highest first:
no. | SMILES | sdo1 growth | sdo1 growth Rescue 24 h | INS promoter inh
27 | CCN(CC)C(=O)c1sc(NC(=O)c2c(OC)cccc2OC)c(C#N)c1C | / | / | 7
28 | CC1(C)Cc2nc(NCCN3CCOCC3)c(C#N)cc2CO1 | 0.49 | 0.41 | 29
26 | CCCC(C)C(=O)Nc1ccc(F)c(Cl)c1 (configuration not stated) | / | / | 10

# Going on with the list.
no. | SMILES | sdo1 growth | sdo1 growth Rescue 24 h | INS promoter inh
37 | COc1ccc(N2C(=O)CSC2c2ccc3c(c2)OCO3)cc1 (configuration not stated) | 0.92 | 0.4 | -36
38 | Clc1ccc(C(c2nnnn2C2CCCC2)N2CCN(c3nc4ccccc4s3)CC2)cc1 (configuration not stated) | / | / | -12
39 | CCOC(=O)C1CCN(Cc2nnnn2CCc2ccccc2)CC1 | / | / | 14
40 | CCOC(=O)C1=NNC(C(=O)c2ccc(C)cc2)C1c1ccc(C)cc1 (configuration not stated) | -0.9 | -0.29 | 3
41 | CC1Cc2ccccc2N1C(=O)CNc1cccc(S(=O)(=O)N2CCCC2)c1 (configuration not stated) | / | / | 5
42 | COC(=O)C(CCSC)NC(=O)CNS(=O)(=O)c1ccc(F)cc1 (configuration not stated) | 1.1 | 0.05 | -57
43 | Cc1ccc(C(=O)NC(=S)NNS(=O)(=O)c2ccc(C)cc2)cc1 | -0.95 | -0.21 | 10
44 | COC(=O)c1cc(-c2ccc(Br)cc2)n[nH]1 | 2.8 | 0.09 | 27
45 | Cc1ccc(NC(=O)Nc2nnc(Cc3ccc([N+](=O)[O-])cc3)s2)cc1 | -0.85 | -0.54 | 13
46 | O=C(c1ccc(CS(=O)(=O)c2ccc(Br)cc2)o1)N1CCCC1 | -0.2 | -0.92 | /
47 | CCCNC(=O)CN(c1cccc(F)c1)S(C)(=O)=O | 0.06 | -0.82 | 33
48 | CC1(C)CC(=O)C2=C(C1)Nc1ccccc1N1C(=O)c3ccccc3C21 (configuration not stated) | -0.14 | -0.1 | 0
49 | Oc1ccc(/C=N/Nc2nc(-c3ccc(Cl)cc3)cc(C(F)(F)F)n2)cc1 | -1.6 | -1.8 | /
50 | CCC(C)Sc1nc(O)c(Cc2ccccc2)c(=O)[nH]1 (configuration not stated) | -0.64 | -0.98 | /
51 | CCCOC(=O)c1ccc(NC(=O)C2C3C=CC(O3)C2C(=O)O)cc1 (configuration not stated) | 1.7 | 2.1 | 39
52 | CCC(=O)NC(=S)Nc1ccc(OC)cc1OC | 0.13 | -0.31 | 6
53 | Cc1ccc(Oc2cc(NC(=O)CCCn3nc(C)c([N+](=O)[O-])c3C)cc([N+](=O)[O-])c2)cc1 | -1.2 | -0.74 | -24
54 | CCn1cc(C(=O)NC2CCCCC2)c(=O)c2ccc(C)nc21 | -1.3 | -1.2 | -23
55 | Cc1nc(CN2CCN(C(=O)c3ccc(C(C)(C)C)cc3)CC2)cs1 | 1.1 | 0.87 | /
56 | CN(C)c1cc[n+](Cc2ccccc2)cc1 | 0.21 | 0.37 | /
57 | Cc1nc2nc3c(c(=O)n2[nH]1)CCC3 | 0.16 | -0.44 | 19
58 | COc1ccccc1NC(=S)NC(=O)/C=C/c1ccco1 | -0.75 | -0.56 | 50
59 | CC1Cc2nc(SCC(=O)Nc3ccc4c(c3)OCCO4)n(C)c(=O)c2S1 (configuration not stated) | 0.93 | 1.2 | -13
60 | CCOC(=O)c1c(C)c(C)n(Cc2ccc(OC)c(OC)c2)c1C | 0.08 | -0.28 | 44
61 | COc1ccc(-c2[nH]c(-c3ccc4c(c3)OCO4)nc2-c2ccccc2)cc1 | -1.8 | -0.84 | /

# A portion of the library; count on the stated rates, not on these rows.
